LEDGF integ inh: blocks HIV-1 LEDGF/p75-dependent DNA integration; TR-FRET IN-LEDGF/p75 DNA integration, Eu/Cy5; inhibition, % at 3.7 µM; actives 0.64% (n = 370,000); AID 743269;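 active means inhibition above the screen-wide mean plus 3 SD, cut at about 13% in these data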;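 further: signal is the Cy5 over europium emission ratio at 671 and 618 nm; 0% = plate median of compound wells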
TCR-CD3 inh: human TCR-CD3 binding inhibition; TAMRA-labeled TCR probe fluorescence, biochemical; inhibition, % at 9.4 µM; actives 0.37% (n = 360,000); AID 651800; in the data active means inhibition above about 19%;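 further: recombinant mutant TCR 2C K166C tagged with TAMRA read by polarization; 0% = receptor in buffer alone and 100% = receptor with positive control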
MBD2 DNA inh: blocks human MBD2 binding to methylated DNA; AID 686964; actives 0.31% (n = 370,000); inhibition, % at 4.4 µM; Q9UBB5; TR-FRET, MBD2 binding to methylated oligonucleotide; in the data active means inhibition above about 13%
DDE Tn6 FP inh: DD(E)-Tn6 binding inhibition, primary FP screen. P02675. Fibrin DD(E) TRITC-Tn6 fluorescence polarization displacement. inhibition, % at 8.3 µM. actives 0.21% (n = 370,000). AID 720509;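 active means inhibition above a per-campaign cutoff: mean of compounds within control limits plus 3 SD, cut at about 15% in these data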;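 further: 0% = median of all compound wells on the plate and 100% = blocking peptide control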
PRMT1 FP inh: inhibitors of human PRMT1. inhibition, % at 2.79 µM. recombinant PRMT1, activity-based probe fluorescence polarization. actives 1.3% (n = 370,000). AID 652257. Q99873;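 active means inhibition above about 21% made by adding two undisclosed values, limit read from the data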
Target sequence (Q99873 whole entry, looked up): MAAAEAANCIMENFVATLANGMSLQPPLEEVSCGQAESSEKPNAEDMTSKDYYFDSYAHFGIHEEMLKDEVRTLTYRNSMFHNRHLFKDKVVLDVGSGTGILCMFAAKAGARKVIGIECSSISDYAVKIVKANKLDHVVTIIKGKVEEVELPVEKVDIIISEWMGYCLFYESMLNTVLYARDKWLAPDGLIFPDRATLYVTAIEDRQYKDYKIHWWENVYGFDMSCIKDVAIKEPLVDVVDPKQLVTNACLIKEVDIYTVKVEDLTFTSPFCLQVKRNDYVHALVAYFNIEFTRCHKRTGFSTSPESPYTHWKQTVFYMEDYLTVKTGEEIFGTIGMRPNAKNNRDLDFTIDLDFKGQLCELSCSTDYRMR
TDP2 inh: TDP2 (human) inhibition, absorbance primary screen. recombinant TDP2, T5PNP hydrolysis, p-nitrophenol absorbance 415 nm. actives 0.34% (n = 370,000). O95551. inhibition, % at 12.8 µM;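 active means inhibition above the mean of all tested compounds plus 3 SD, set per campaign, cut at about 25% in these data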;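 further: 0% = DMSO with enzyme and 100% = buffer with substrate but no TDP2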
Target sequence (O95551 whole entry, looked up): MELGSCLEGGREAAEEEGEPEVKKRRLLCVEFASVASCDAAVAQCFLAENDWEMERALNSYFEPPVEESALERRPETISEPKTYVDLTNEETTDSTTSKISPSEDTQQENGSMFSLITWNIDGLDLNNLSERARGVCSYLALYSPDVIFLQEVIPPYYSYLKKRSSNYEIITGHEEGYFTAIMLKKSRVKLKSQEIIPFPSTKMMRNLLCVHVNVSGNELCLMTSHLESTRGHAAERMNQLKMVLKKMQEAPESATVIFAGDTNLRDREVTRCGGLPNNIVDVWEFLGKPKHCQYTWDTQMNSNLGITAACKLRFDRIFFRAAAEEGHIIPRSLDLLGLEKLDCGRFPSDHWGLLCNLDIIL
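System: recombinant human TDP2 / Amount: 120 nM TDP2 per well / Also added: 5 mM T5PNP chromogenic substrate / Doses: 12.8 µM single point, 1% DMSO / Incubation: 2 h at 37 °C / Detection: p-Nitrophenol epi absorbance / Evaluation: % inhibition relative to enzyme-containing and enzyme-free wells / Repeats: singlicate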
DDE Tn7 FP inh: DD(E)-Tn7 binding inhibition, primary FP screen; FP displacement of FITC-Tn7 peptide from fibrin DD(E); 0% = median of compound wells per plate; actives 0.13% (n = 370,000); inhibition, % at 8.3 µM;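 active means inhibition above the mean of compounds falling within the control limits plus 3 SD of them, cut at about 14% in these data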;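 further: 0% = plate median of compound wells and 100% = 10 µM Aha-Tn7 peptide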
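Assay system: Human clot-derived fibrin DD(E) complex | Buffer or medium: Tris/NaCl/CaCl2 buffer, pH 7.8 | Repeats: One replicate per compound | Benchmarks: Aha-Tn7 high control | Measure: % inhibition scaled between sample-field median and high-control FP | Schedule: 10 min plus 3 h, room temperature | Signal: Fluorescence polarization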
SIAE inh: blocks human sialic acid acetylesterase. Q9HAT2. actives 0.69% (n = 370,000). SIAE FP-Rh probe binding, fluorescence polarization. inhibition, % at 9.66 µM;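 active means inhibition above a cutoff: mean of compounds within the control limits plus 3 SD of those, cut at about 17% in these data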;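 further: 0% = plate median of compound wells and 100% = probe without SIAE protein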
proKLK7 act: proKLK7 (human) activation, primary screen. purified proKLK7, EDANS-DABCYL substrate fluorescence; 100% is mature enzyme control, 0% vehicle. activation, % at 7 µM. actives 0.9% (n = 370,000). AID 652039;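 active means activation above the mean of all tested compounds plus 3 SD, computed per campaign excluding outliers beyond control limits, cut at about 13% in these data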
Target sequence (P49862 whole entry, looked up): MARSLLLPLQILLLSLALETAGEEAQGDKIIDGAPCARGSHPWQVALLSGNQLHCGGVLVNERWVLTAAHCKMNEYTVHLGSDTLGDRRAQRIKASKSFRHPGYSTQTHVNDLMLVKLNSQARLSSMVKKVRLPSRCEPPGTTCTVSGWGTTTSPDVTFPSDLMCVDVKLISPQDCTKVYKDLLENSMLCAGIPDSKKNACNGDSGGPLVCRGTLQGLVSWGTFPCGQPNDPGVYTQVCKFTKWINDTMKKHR
UHRF1 MBD2 ctr: blocks human UHRF1 binding to methylated DNA | Q96T88 | inhibition, % at 4.4 µM | actives 0.75% (n = 370,000) | UHRF1 binding to methylated oligo, TR-FRET; in the data active means inhibition above about 21%;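 further: UHRF1 SRA domain binding a hemimethylated CpG hairpin DNA probe; 0% = median of test compound wells and 100% = reference inhibitor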
* marks the source's active call; other numbers are inactive results.

nr	SMILES	LEDGF integ inh	TCR-CD3 inh	MBD2 DNA inh	DDE Tn6 FP inh	PRMT1 FP inh	TDP2 inh	DDE Tn7 FP inh	SIAE inh	proKLK7 act	UHRF1 MBD2 ctr
1	N#Cc1c(NC(=O)CCCN2C(=O)c3ccccc3C2=O)oc(-c2ccccc2)c1-c1ccccc1	-1	4	-4	7	2	1	12	-16	0.7	-6
2	CCN(CC)S(=O)(=O)c1ccc(C)c(NC(=O)CSc2nc3ccccc3[nH]2)c1	1	9	-3	1	-2	4	-5	1	0.9	0
3	Cc1ccc(OCCC(=O)OCc2csc(CC(=O)Nc3ccccc3C)n2)cc1	-2	7	-1	-4	0	-11	2	-3	-0.1	-3
4	O=C(COC(=O)c1ccccc1O)NC(=O)c1ccc(OC(F)F)cc1	-1	-1	2	-2	2	3	6	-2	1.2	2
5	CCOC(=O)C1=C(C)N(CCCC(=O)O)C(=O)NC1c1ccc(C(F)(F)F)cc1 (stereo not given)	-1	-3	0	-8	1	2	-2	0	0.0	-1
6	O=C(CCCN1C(=O)c2ccccc2C1=O)NCCCn1ccnc1	1	2	0	-1	-1	-7	-1	1	-0.7	0
7	NC(=O)NO	3	10	-3	2	0	-7	-1	0	0.8	-1
8	COc1ccc(-c2cc(C(=O)NCCN3CCOCC3)c3ccccc3n2)cc1OC	-2	-5	-4	15	-4	-19	-2	0	-0.6	0
9	Cn1cnnc1SCc1ccc(F)c2ccccc12	2	-4	-4	6	-4	-10	-3	0	0.3	0
10	CCOC(=O)CNC(=O)CSc1nnc(-c2cccc(OC)c2)n1CC	-1	1	0	7	-2	4	-3	0	0.5	-1
11	COc1ccc(C(C)NC(=O)C2CCN(CCCc3ccccc3)CC2)cc1OC (stereo not given)	2	-4	0	-2	-7	-3	-5	-1	0.5	5
12	Cn1c(=O)cc(SCC(=O)NCc2cccnc2)c2ccccc21	-1	2	0	-1	0	-1	-4	-2	0.3	0
13	CC(C)COC(=O)NC1c2ccccc2Oc2ccccc21	6	-6	2	3	-1	-8	-8	6	0.1	4
14	COc1ccc(Cc2c(-c3ccccc3)nc3ccc(Cl)cn23)c(C)c1	-1	-1	6	1	-2	-6	2	-3	-0.1	3
15	COCCNC(=O)c1ccccc1NC(=O)CSc1ccc(C)cc1	-5	-4	2	3	3	4	-6	2	0.0	-1
16	O=S(=O)(c1ccccc1)N1CCC(=NO)CC1	0	1	0	-9	-2	5	6	7	0.6	-1
17	COc1ccccc1-c1sc2ccccc2c1-c1ccc2c(c1)OCO2	0	0	-5	-1	-4	1	-3	-3	-4.0	-2
18	O=S(=O)(c1cnc(Cl)c(Cl)c1)N1CCCc2ccccc21	4	6	1	0	-4	6	-5	3	0.4	-2
19	COc1ccc2c(c1)[C@]1(C[C@H](O)CO1)C(=O)N2C	4	7	-1	-1	0	0	-7	-5	0.1	0
20	CN(C(=O)c1cccc(NC(=O)c2ccccc2)c1)C1CCCCC1	5	0	0	-2	-2	-7	3	-6	0.1	0
21	CCc1ccc(NC(=O)C(=O)c2ccccc2NC(C)=O)cc1	-1	-1	0	7	0	-1	-3	3	0.3	-1
22	CN1CCN(c2ccc(NC(=S)NC(=O)c3cccc4ccccc34)cc2)CC1	2	4	4	4	-8	-10	-5	0	0.5	-3
23	CCC1CCCCN1C(=O)c1ccc2c(c1)C(=O)N(c1ccc(C)cc1)C2=O (stereo not given)	-1	-7	0	9	0	-18	-3	3	-0.3	0
24	O=C(NCCO)C(=O)Nc1cc2c3c(c1)CC(=O)N3CCC2	-3	-1	-4	-2	3	-1	-2	4	-1.0	-2
25	Cc1cccc(N(Cc2cc3cc(C)ccc3[nH]c2=O)C(=O)c2cccs2)c1	3	-4	-3	-9	-6	-7	10	5	0.4	-2
26	Cc1cccc(Nc2nc(-c3ccc(O)c(O)c3)cs2)n1	-1	-1	-3	-1	1	5	1	4	-0.4	0
27	COC(=O)c1sc(SC)c(-c2ccon2)c1C	-3	3	-2	-3	-1	-5	3	-4	0.3	-2
28	CC(C)CN(C(=O)COC(=O)CCc1c[nH]c2ccccc12)c1c(N)n(Cc2ccccc2)c(=O)[nH]c1=O	-3	-3	-3	0	2	1	1	7	-0.2	3
29	CN(Cc1nc2ccccc2n1C)c1ccccc1	-1	2	6	-6	-6	5	2	2	-0.3	-1
30	CC12CCC(=O)C=C1CCC1C2CCC2(C)C(c3csc(N)n3)CCC12 (stereo not given)	0	-7	6	0	3	-5	-2	-5	0.4	4
31	COc1ccc(/C=N/NC(=O)CN(C2=NS(=O)(=O)c3ccccc32)c2ccccc2)cc1	-1	-6	8	3	0	0	-4	-3	-0.1	0
32	CC(=O)N1CCN(c2ccc(NCc3cccc(C)c3)cc2)CC1	14*	-1	0	4	2	21	3	7	-1.8	-3
33	CCOc1ccc2nc(/N=C/c3nc(-c4ccccc4)oc3O)sc2c1	-2	9	-2	-1	-1	-14	-2	0	-0.3	-3
34	CCCN1CCCCC(NC(=O)c2c(F)cccc2F)C1=O (stereo not given)	0	1	-2	1	-3	4	-3	2	-0.5	-4
35	Cc1ccccc1NC(=O)c1cc(-c2ccco2)nc2ccccc12	1	-7	-2	6	1	5	-7	-4	-178	2
36	CCC/C(=C1/c2ccccc2C(=O)N1c1ccccc1)c1ccc2c(c1)OCCO2	3	7	-4	-4	-1	-6	4	1	-1.4	-3
37	Cc1nc2c(sc3nc(N4CCOCC4)c4c(c32)CC(C)(C)OC4)c(-c2ccccc2)c1C(=O)O	0	7	-1	0	-1	-15	-2	-6	-4.5	1
38	COC(=O)[C@@]12C[C@@H](CC(=O)NCC34CC5CC(CC(C5)C3)C4)C(=O)N(Cc3ccco3)C1=CCC(C)(C)C2	2	4	-2	9	4	-4	0	-1	0.5	2
39	FC(F)(F)c1ccc2c(c1)[nH]c(=S)n2C1CC1	5	8	2	-6	-2	-17	-7	2	-0.2	1
40	Cc1ccsc1C(C(=O)NC1CCCCC1)N(C(=O)Cc1cccs1)C1CC1 (stereo not given)	1	2	3	-1	-1	-13	-8	0	0.1	4
41	CCn1c(CNC(=O)c2ccccc2F)nnc1SCC(=O)Nc1nncs1	0	5	-3	1	-3	-16	2	-6	-0.2	-1
42	CCN(CC)C(=O)CN(c1cccc(Br)c1)S(C)(=O)=O	-4	-2	0	1	-2	5	5	5	-0.1	1
43	COc1cccc(-c2nn(C)c3sc(C(=O)N4CCN(c5ccccc5)CC4)cc23)c1	-4	1	1	-5	4	-6	0	-11	-0.3	17
44	COc1ccc(NC(=O)CS(=O)CC(=O)NC2CCCc3ccccc32)cc1 (stereo not given)	1	-5	-2	4	-1	-5	-6	-3	-0.2	4
45	Cc1cc(C(F)F)nn1CC(=O)NCc1ccc(Cl)cc1Cl	0	1	1	-1	-3	3	5	-5	-0.4	-2
46	CC(=O)c1cccc(S(=O)(=O)Nc2ccc(N3CCOCC3)cc2)c1	-5	-10	8	-8	7	-7	1	-4	-1.0	5
47	COc1ccc(OC)c(CNc2ccc3c(c2)CCC3)c1	-1	6	-3	0	0	6	-3	-2	-2.5	0
48	CCc1ccc2nc(-c3cccc(C)c3)nc(SCC(=O)NCC3CCCO3)c2c1 (stereo not given)	8	2	-2	2	-1	3	-2	-3	-0.1	-1
49	Cc1coc2c(O)cc3c(c12)OC1(N2CCCCC2)C(=O)NCCCC31 (stereo not given)	10	8	-2	0	16	24	8	12	-0.1	5
50	CCOC(=O)C1CCN(C(=O)C(C)N(c2ccc(Oc3ccccc3)cc2)S(C)(=O)=O)CC1 (stereo not given)	-1	-2	5	-11	3	0	2	-1	0.1	2
51	CN(CC(=O)NCc1ccccc1)CC(=O)Nc1ccc(Cl)c(C(F)(F)F)c1	-6	-8	-3	-2	0	-3	3	-3	-0.1	-1
52	CCOC(=O)c1cc2c(ccn2C)n1Cc1ccc(Cl)cc1	-2	3	0	-6	-3	0	7	7	-0.5	-3
53	O=C(c1ccco1)N1CCN(c2ncnc3c2[nH]c2ccc(Br)cc23)CC1	1	-4	4	-16	-2	3	-2	-4	0.9	-1
54	OCCC1CN(Cc2cn[nH]c2C2CCCCC2)CCN1C1CCCCC1 (stereo not given)	5	0	4	-2	-1	1	-4	-1	-0.5	-3
55	COc1ccccc1C1/C(=C(/O)c2ccccc2)C(=O)C(=O)N1CC(C)O (stereo not given)	-4	-3	-7	6	3	16	-3	-3	0.6	-7
56	CCOc1ccc(N(CC(=O)Nc2cccc(OC)c2)S(C)(=O)=O)cc1	1	0	2	-3	-2	6	-7	8	-0.6	1
57	O=C(c1ccc(Cl)c(S(=O)(=O)NCc2cccnc2)c1)N1CCCC1	-6	-14	2	-3	1	-1	2	-1	-0.1	0
58	O=C(Cn1cnc2c(nnn2Cc2ccc(F)cc2)c1=O)NCc1ccccc1	8	-3	2	1	0	12	-5	0	0.1	-3
59	O=C(O)C1C2CCC(O2)C1C(=O)Nc1ccccc1Br (stereo not given)	-8	-6	-2	-1	6	-8	4	0	-1.0	0
60	CCc1nc2ccc(C(=O)N3CCN(S(=O)(=O)CC)CC3)cn2c1N(CC)Cc1cccc(Br)c1	7	-16	-4	1	-2	-11	11	0	0.5	1

Exported with the structure last: 2 of the compounds above
cpd	LEDGF integ inh	TCR-CD3 inh	MBD2 DNA inh	DDE Tn6 FP inh	PRMT1 FP inh	TDP2 inh	DDE Tn7 FP inh	SIAE inh	proKLK7 act	UHRF1 MBD2 ctr	Compound
46	-5	-10	8	-8	7	-7	1	-4	-1.0	5	CC(=O)c1cccc(S(=O)(=O)Nc2ccc(N3CCOCC3)cc2)c1
47	-1	6	-3	0	0	6	-3	-2	-2.5	0	COc1ccc(OC)c(CNc2ccc3c(c2)CCC3)c1

Remaining list, next part:
nr	SMILES	LEDGF integ inh	TCR-CD3 inh	MBD2 DNA inh	DDE Tn6 FP inh	PRMT1 FP inh	TDP2 inh	DDE Tn7 FP inh	SIAE inh	proKLK7 act	UHRF1 MBD2 ctr
61	Cc1ccc(-c2cc(C(=O)NCc3cn(C)nc3C)c3cc(Br)ccc3n2)cc1	6	-3	-7	-4	-4	-1	2	-4	0.1	-8
62	Cc1cccc(-n2nnnc2SC(C)C(=O)NCCC2=CCCCC2)c1 (stereo not given)	-3	-2	1	-7	-1	7	0	1	0.4	-2
63	Cc1nc(N2CCN(S(=O)(=O)c3ccccc3C#N)CC2)c2c(-c3cccs3)csc2n1	-2	7	-4	-1	-2	7	-4	-9	-0.3	1
64	Cc1nnsc1C(=O)Nc1cccc(Cl)c1	-2	-2	4	0	0	12	-3	2	-0.1	-3
65	O=C(CSc1nnc(-c2ccco2)n1-c1ccccc1Cl)Nc1cccc(C(=O)O)c1	0	2	4	-1	2	18	-1	-2	0.4	-1
66	COc1ccc(CCN=C(N)NS(=O)(=O)c2ccc3ccccc3c2)cc1	2	5	4	0	0	-1	1	-5	-0.8	0
67	COc1ccc(CCNC(=O)C(=O)NCC2OCCN2S(=O)(=O)c2ccc(F)cc2)cc1 (stereo not given)	-2	2	-1	-1	-3	1	-2	2	0.0	-2

Screens (PubChem)
